DENV2 CPE rescue: inhibitors of DENV2 cytopathic effect | DENV2-infected cells, cytopathic effect rescue, plate reader | CPE inhibition, % at 9.99 µM | actives 1.7% (n = 350,000) | AID 651640; in the data active = CPE inhibition above about 20%, passing the limit was not always enough; inconclusive = no clear call, values can overlap the other calls; tested in BHK-21 cells;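 note: 0% = median of neutral control wells and 100% = median of positive control wells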
EWS-Fli inh: blocks EWS/Fli oncoprotein-driven transcription | actives 0.67% (n = 350,000) | inhibition, % at 12.6 µM | A673 NR0B1-luciferase reporter, viability-normalised;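 active = mean inhibition of at least 50% after viability correction, with every replicate also passing that limit; inconclusive = mean reaches 50% but only one of two replicates passes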;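 note: firefly luciferase signal divided by Alamar Blue viability fluorescence both relative to DMSO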
GSIS activator: primary screen for activators of insulin secretion dependent on glucose, INS-1E cells, GLuc reporter luminescence. INS-1E GLuc reporter insulin secretion, 2-3 h. activation, % at 16.6 µM. actives 0.61% (n = 370,000);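 active = lowest replicate activation of at least 40%, so every replicate reaches that level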;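 note: 0% = median of neutral control wells and 100% = median of IBMX positive control wells; some compounds called inactive have numbers as strong as hits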
miR122 inh: blocks miR-122 activity in Huh7 sensor cells. Huh7 miR-122 Renilla luciferase sensor, 48 h; neutral wells = 0, positive control = 100. activation (reporter increase), % at 12.5 µM. actives 0.3% (n = 340,000). AID 602342;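 active = mean replicate activation score at least 90 and every replicate individually at or above 90; inconclusive = only one of the two criteria met; inactive = neither criterion met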;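 note: higher luciferase means less miR-122 activity so hits act as miR-122 inhibitors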
PAX8 reporter: lowers PAX8-driven luciferase in RMG-I cells; inhibition, % at 12.6 µM; actives 1.2% (n = 360,000); RMG-I TPO-luciferase reporter, SteadyGlo, 24 h;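 active = mean replicate inhibition at least 60% with every replicate also reaching 60%; inconclusive = only one of the two criteria is met; inactive = mean below 60% and not all replicates reaching 60%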;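 note: luciferase light reporting Pax8 driven TPO promoter activity; plate controls were median of neutral control wells for no effect and mitoxantrone controls for full effect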
F508del corr: correctors of CFTR F508del function in bronchial epithelial cells; activity (quench increase), % at 7.58 µM; CFBE cells, YFP halide quenching; stimulated with forskolin plus potentiator P3; % fluorescence drop versus neutral controls; actives 0.36% (n = 350,000);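 active = mean added fluorescence quench of at least 8% versus neutral control, with both replicates also reaching 8%; inconclusive = only one of the mean or replicate conditions met; inactive = mean below 8% and not both replicates reaching 8%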;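 note: cells transiently co-express mutant CFTR-F508del with the halide-sensitive YFP; corrector assay measuring rescue of mutant channel to the surface after 24 h compound exposure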
FN deposition inh: fibronectin deposition inhibition. AH1F fibroblasts, Alexa488-fibronectin deposition fluorescence, overnight. inhibition, % at 12.6 µM. actives 0.086% (n = 350,000);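 active = mean inhibition across replicates of 30% or more, regardless of how many single replicates reach that level; inconclusive = mean under 30% yet at least half of replicates reach 30%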;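 note: positive control wells lacked labelled fibronectin entirely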
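Material – AH1F fibroblast monolayer, labelled fibronectin deposition · Reagent – labelled fibronectin 24 nM · Timing – 1 h adhesion, overnight exposure · Measured by – fluorescence at 485 nm excitation, 525 nm emission · Read-out – inhibition of fibronectin deposition signal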
* marks the source's active call; other numbers are inactive results; ? = inconclusive; . = no result given; & = joins results of further samples; [ ] = remark or other dose.

1) N=C(N)c1ccccc1
2) COCC(=O)N1C[C@H](C)[C@@H](OC)CN(C)C(=O)c2cc(NC(=O)Nc3cccc(F)c3)ccc2OC[C@@H]1C
3) Cc1cccc(NC(=O)c2cccnc2Oc2ccccc2)c1C(=O)O
4) C[C@H]1CN([C@@H](C)CO)C(=O)CCCn2nncc2CO[C@@H]1CN(C)S(=O)(=O)c1ccc(F)cc1
5) CC(NC(=O)C1CCCN1C(=O)c1cccs1)c1ccc(Cl)cc1Cl (stereo not given)
6) CC1C(=O)N2CCCc3cc(NC(=O)C(=O)NCCCc4ccccc4)cc1c32 (stereo not given)

Screen / compound no.	1	2	3	4	5	6
DENV2 CPE rescue	2&-1	8	6	-3	7	-21
EWS-Fli inh	-5&-4	-2	-7	2	-4	7
GSIS activator	.	-1	-5	-9	1	-12
miR122 inh	-2&-7	.	.	2[16.7 µM]	0	-3
PAX8 reporter	21&-5	.	18	.	1	3
F508del corr	-3.0&-3.6	-2.2	0.6	0.7	-4.4	6.2
FN deposition inh	7&1	8	2	2	4	-1

7) COc1ccc(NCc2nnc(SCC(=O)Nc3nc(-c4ccccc4)cs3)n2-c2ccccc2)cc1
8) O=C(O)CC(c1ccccc1)N1C(=O)c2ccccc2C1=O (stereo not given)
9) C/C(=N\NC(=O)c1c(Cl)cnn1C)c1cccc(NC(=O)COc2ccccc2)c1
10) Cc1ccc2nc(C)c(C(=O)N/N=C/c3cccc([N+](=O)[O-])c3)cc2c1
11) C[C@H]1CCCCO[C@H](CN(C)C(=O)c2ccccc2)[C@@H](C)CN([C@@H](C)CO)C(=O)c2cc(NC(=O)Nc3ccccc3)ccc2O1
12) CC/C(O)=C(\C#N)c1nnc2n1CCCCC2

Screen / compound no.	7	8	9	10	11	12
DENV2 CPE rescue	-5	40*	.	.	4	.
EWS-Fli inh	11	1	.	.	-4	.
GSIS activator	.	-11	.	2	-10	-2
miR122 inh	.	.	-3	.	6[16.7 µM]	4
PAX8 reporter	4	-10	-84	-4	-25	.
F508del corr	.	5.4	.	.	2.1	.
FN deposition inh	4	4	3	4	-27	1

13) O=C(Cc1ccccc1)N1CC(=O)N2[C@H](CO)[C@@H](c3ccc(C#Cc4ccccc4)cc3)[C@H]2C1
14) CC(C)(C)C(=O)OCc1nc(-c2ccc(Cl)cc2)cs1
15) C=CCN(c1cccc(C(F)(F)F)c1)S(=O)(=O)c1cccc(C(=O)OCC(=O)NCCC)c1
16) C[C@H](CO)N1C[C@H](C)[C@@H](CN(C)S(=O)(=O)c2cn(C)cn2)Oc2cc(C3=CCCC3)ccc2S1(=O)=O
17) COC(=O)C1=C(C)N(Cc2ccccc2)C(=NCc2ccco2)N[C@H]1c1cccc(F)c1
18) C[C@H](NC(=O)c1ccco1)C(=O)Nc1ccc(C#N)cc1

Screen / compound no.	13	14	15	16	17	18
DENV2 CPE rescue	1	-1	0	-11	-5	10
EWS-Fli inh	.	-32	4	-3	4	2
GSIS activator	4	-17	-11	-5	-21	8
miR122 inh	.	-6	.	-2[16.7 µM]	0	0
PAX8 reporter	.	-192	9	2	6	4
F508del corr	6.1	1.3	-1.4	0.3	5.4	-0.6
FN deposition inh	.	-5	-1	-14	-2	-2

19) CC(C)c1cc(C(=O)Nc2cc(Cl)ccc2O)no1
20) CCSc1nnc(-c2cc(Br)ccc2N=Cc2c(C)[nH]n(-c3ccccc3)c2=O)c(=O)[nH]1
21) CC(C)(O)C#Cc1ccc(CN2CCN(Cc3ccccc3)C(CCO)C2)cc1 (stereo not given)
22) COc1cc2c(cc1OC)C1CCc3cc4c(cc3C1N=C2)OCO4 (stereo not given)
23) Cc1ccc(CCC(=O)Nc2ccc([N+](=O)[O-])cc2)o1
24) Cc1cccc(-n2nnnc2SCC(=O)Nc2ccc(N3CCN(C)CC3)cc2)c1

Screen / compound no.	19	20	21	22	23	24
DENV2 CPE rescue	.	3	4	-1	-5	-5
EWS-Fli inh	.	-3	3	-73	-1	.
GSIS activator	-32	-7	.	8	.	22
miR122 inh	1	.	0	-11	4	9
PAX8 reporter	.	15	12	-102	-3	4
F508del corr	.	-1.6	-3.1	3.1	0.5	3.4
FN deposition inh	-3	8	-7	3	0	-10

25) COc1ccc(CN(C)C[C@@H]2Oc3c(NS(=O)(=O)c4ccc(OC)cc4)cccc3C(=O)N([C@@H](C)CO)C[C@H]2C)cc1
26) O=C(CSc1ccccc1)Nc1ccc(N2CCOCC2)c(F)c1
27) Cc1ccc(C(C)C)c(OCC(=O)OCC(=O)c2c(N)n(C)c(=O)n(C)c2=O)c1
28) CCCC[C@H]1COCCS(=O)(=O)N1Cc1ccc(C)cc1
29) COCC(=O)N1CC2(CCN(S(C)(=O)=O)CC2)c2c(n(C)c3cc(OC)ccc23)[C@H]1CO
30) Cc1ccc2c(CN3CC(C)CC(C)C3)cc(=O)oc2c1 (stereo not given)

Screen / compound no.	25	26	27	28	29	30
DENV2 CPE rescue	12	7	?	7	3	-3
EWS-Fli inh	-14	-80	-9	0	-3	9
GSIS activator	-2	-1	-13	-32	13	-7
miR122 inh	6[16.7 µM]	1	14	.	.	2
PAX8 reporter	.	-159	-7	-4	.	8
F508del corr	0.1	-1.8	-3.8	-1.3	-0.2	-1.1
FN deposition inh	.	.	8	5	.	-2

31) COc1cccc(CNC(=O)c2cnc(-c3ccccn3)nc2C(F)(F)F)c1
32) CCOC(=O)c1cnc(SCC(=O)OC)nc1N
33) O=C(OCCC1Oc2cccnc2NC1=O)c1ccc([N+](=O)[O-])cc1 (stereo not given)
34) O=C(O)CN1C(=O)/C(=C/c2ccc(SCc3ccccc3)o2)SC1=S
35) Nc1nonc1-n1nnc(C(=O)N/N=C/c2cc(Br)cs2)c1-c1ccccc1
36) Cc1cccc(N2CCN(S(=O)(=O)c3cc(-c4cc(C)no4)ccc3C)CC2C)c1 (stereo not given)

Screen / compound no.	31	32	33	34	35	36
DENV2 CPE rescue	.	-2	-2	1	-2	-7
EWS-Fli inh	.	0	-17	-1	6	49
GSIS activator	.	-5	.	-18	1	-13
miR122 inh	-7	.	.	2	6	.
PAX8 reporter	-1	-8	9	-11	5	56
F508del corr	.	1.9	1.6	0.0	1.0	11*
FN deposition inh	1	2	-9	-10	-1	6

37) CC(=O)N1CC2(C1)[C@H](c1ccc(-c3cccc(C#N)c3)cc1)[C@@H](CO)N2CCC(F)(F)F
38) O=C(CNC(=S)N(Cc1ccccc1)Cc1ccccc1F)NCc1ccccc1
39) Cc1cccc(/C=N/NC(=O)c2ccc3c(c2)OCCO3)c1O
40) Cc1ccc(NC(=S)Nc2nc(CC(=O)Nc3ccccc3)cs2)cc1
41) C/C=C/c1ccc([C@H]2[C@@H](CO)N(Cc3cncnc3)C23CN(C(=O)CC2CC2)C3)cc1
42) Cc1ccc(SCC(=O)NCC2CCCO2)cc1 (stereo not given)

Screen / compound no.	37	38	39	40	41	42
DENV2 CPE rescue	2	-5	-5	.	-1	1
EWS-Fli inh	-7	2	34	.	3	7
GSIS activator	4	-47	-7	.	12	8
miR122 inh	.	.	5	-2	.	-2
PAX8 reporter	3	7	38	-55	-10	0
F508del corr	-6.5	1.6	4.9	.	-1.7	-2.1
FN deposition inh	-10	-5	6	5	.	-3

43) COc1ccc(N2CCN(C(=O)C3(C)CC3(Cl)Cl)CC2)cc1 (stereo not given)
44) O=C(NCC1CCCO1)c1ccc(NS(=O)(=O)c2ccccc2)cc1 (stereo not given)
45) Cc1c(O)nc(SCC(=O)Nc2nccs2)n(-c2ccccc2F)c1=O
46) O=C(CCCc1ccccc1)c1ccccc1
47) Cc1nnc2ccc(-c3cccc(NC(=O)c4ccc(Cl)nc4)c3)nn12
48) COc1ccc(C2CC(=O)C(C=NCCCO)=C(O)C2)cc1 (stereo not given)

Screen / compound no.	43	44	45	46	47	48
DENV2 CPE rescue	.	-7	6	-1	.	-2
EWS-Fli inh	.	3	-9	-96	11	5
GSIS activator	20	-3	34	12	0	26
miR122 inh	.	3	.	-4	-2	1
PAX8 reporter	8	4	-6	-234	17	23
F508del corr	.	-4.2	0.0	-0.7	4.3	-2.3
FN deposition inh	-9	-7	.	1	1	0

Compound profiles (already shown):
`Cc1nnc2ccc(-c3cccc(NC(=O)c4ccc(Cl)nc4)c3)nn12` as listed: DENV2 CPE rescue: .; EWS-Fli inh: 11; GSIS activator: 0; miR122 inh: -2; PAX8 reporter: 17; F508del corr: 4.3; FN deposition inh: 1
`O=C(CCCc1ccccc1)c1ccccc1` as listed: DENV2 CPE rescue: -1; EWS-Fli inh: -96; GSIS activator: 12; miR122 inh: -4; PAX8 reporter: -234; F508del corr: -0.7; FN deposition inh: 1

(listing goes on)
49) C[C@@H]1CN([C@@H](C)CO)C(=O)c2cc(NS(=O)(=O)c3cn(C)cn3)ccc2O[C@H]1CN(C)C(=O)Nc1ccc(C(F)(F)F)cc1
50) O=S(=O)(/N=C(/Nc1cccnc1)c1ccccc1)c1ccc(F)cc1F
51) CCOc1cc(Br)c(CC(=O)NC2CCCCCC2)cc1OCC
52) Cc1ccc(S(=O)(=O)N2CCC(=O)N(CCOCc3ccccc3)CC2)cc1
53) COc1ccc(S(=O)(=O)NC(=O)C2(C)CCN2C(=O)C2(c3ccccc3)CCCC2)cc1 (stereo not given)
54) CN(C)/C=C(\C=O)c1cccc(Cl)c1

Screen / compound no.	49	50	51	52	53	54
DENV2 CPE rescue	7	0	-1	-3	-12	-2
EWS-Fli inh	-11	1	.	2	-15	7
GSIS activator	-1	4	11	12	18	-5
miR122 inh	-3[16.7 µM]	.	-5	4	.	-3
PAX8 reporter	.	3	20	-8	-9	19
F508del corr	-0.8	0.5	-0.5	-1.7	-0.3	-1.8
FN deposition inh	-1	-1	0	15	2	-14

55) COCC(=O)N1C[C@H]2[C@@H](c3ccccc31)[C@@H](CO)N2C(=O)NC(C)C
56) CNC(=O)CS(=O)CC(=O)Nc1cc(OCCOC)c(Cl)cc1Cl (stereo not given)
57) O=C(Cc1ccccc1)N1CC[C@@H]2[C@H]1c1cc(-c3ccccc3F)ccc1N[C@@H]2CO
58) O=C(C1CCCCC1)N1CC2(C1)[C@H](c1ccccc1)[C@@H](CO)N2C(=O)c1cccnc1
59) CCOc1ccccc1NC(=O)CSc1nc2[nH]ncc2c(=O)[nH]1
60) CC(C)NC(=O)N(C)C[C@@H]1OCc2ccccc2-c2c(n(C)c3ccccc23)C(=O)N([C@H](C)CO)C[C@H]1C

Screen / compound no.	55	56	57	58	59	60
DENV2 CPE rescue	-12	9	-1	-4	4	-6
EWS-Fli inh	1	1	14	-4	-10	1
GSIS activator	18	-8	15	4	-5	21
miR122 inh	-12[16.7 µM]	6	4[16.7 µM]	.	.	.
PAX8 reporter	-5	4	20	-4	4	.
F508del corr	0.3	-1.8	-0.7	1.1	-0.5	-1.5
FN deposition inh	.	9	-10	-5	5	1

Compound activity (PubChem BioAssay)
